Screens: PubChem, several laboratories
bCat nuc transl: alters nuclear translocation of beta-catenin in HeLa cells; 0.3% of 190,000 active; AID 1665; nuclear translocation activity, % at 5 µM; immunofluorescence imaging;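 active = nuclear translocation activity above 50% at 5 µM, with a well cell count of 50 or more; inconclusive = wells under 50 cells across six images, flagged as toxic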;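 note: per-cell ratio of nuclear to cytoplasmic median beta-catenin stain intensity; plate controls were DMSO negative control for no effect and GSK-3 inhibitor IX positive control for full effect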
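Test system: human HeLa cell line; Doses: 5 µM primary, 0.02–20 µM confirmation; Incubation: 24 h compound exposure, 37°C; Detection: beta-catenin immunofluorescence imaging with DAPI; Read-out: beta-catenin nuclear/cytoplasmic ratio, % activation.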
Yfh1-depleted yeast: mitochondrial function rescue without frataxin homolog – Friedreich's ataxia, plus single-dose screen, dose response (AID 1465); S. cerevisiae Yfh1-off respiration, WST-1 reduction, 72 h; higher fold induction means a stronger effect; fold induction at 50 µM; hits with a dose series show EC50 in µM; 0.074% of 220,000 active;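 active = fold induction of absorbance versus untreated yeast above a set limit, then at least 30% activation at any dose in follow-up; inconclusive = repeats straddling the limit, or above it without dose testing; inactive = fold induction below the set limit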;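 note: activators that raise dye reduction in frataxin-depleted yeast; strong numbers were not always called active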
WT yeast gro inh: growth inhibition of WT yeast, mitochondrial fusion screen. mitochondrial fusion phenotypic screen, WT strain. inhibition, % at 10 µM. 2.1% of 190,000 active. AID 1362; in the data active = inhibition above about 58%; tested in S. cerevisiae
Hep lipid drop: modulators of hepatic lipid droplet formation. AML12 mouse hepatocytes, oleate lipid droplets, BODIPY imaging. inhibition, % at 6.5 µM. 0.4% of 240,000 active;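 active = lipid droplet intensity inhibited by at least 50%, with more than 500 cells counted; inconclusive = wells with under 300 cells, treated as cytotoxic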
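Material – mouse AML12 hepatocyte cell line, fixed after treatment · Compound dosing – one dose, 6.5 µM compound · Times – compound with oleate, overnight · Measured by – Image-based BODIPY and DAPI two-channel analysis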
Dynein transport: dynein cargo transport inhibition; AID 1381; 3617.4 mouse cells, GR-EGFP nuclear translocation imaging; test concentration mostly 20 µM; stimulated with dexamethasone, 1 µM; active compounds read low; 0.47% of 220,000 active; z-score, hits read low;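 active = plate z-score of nuclear minus cytoplasmic receptor signal below a set negative limit, without overly bright fluorescence or cell loss, cut at about -3.5 in these data, passing the limit was not always enough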;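 note: z-score of nuclear minus cytoplasmic ring GR-EGFP intensity difference per well; some compounds called inactive have numbers as strong as hits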
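Also added – dexamethasone, 1.0 µM final · Buffer or medium – tet-free, stripped-serum medium · Schedule – induction 48 h, compound 1 h, agonist 30 min · Detection – formaldehyde fixation, Hoechst nuclear stain, 10x automated fluorescence imaging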
Ins promoter up: MIN6 insulin promoter up-regulation; MIN6 insulin promoter-GFP reporter, high-content imaging; active compounds read high; z-score at 5 µM; 0.3% of 190,000 active; AID 1625;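 active = z-score above 3 at 5 µM with at least 500 cells counted in the well; inconclusive = wells under 500 cells, flagged as cytotoxic or low count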
Autophagy mod: alters autophagy in cells | MEF GFP-LC3 puncta imaging; test concentration mostly 10 µM | calls only at 10 µM (by protocol) | 0.98% of 190,000 active | AID 463193;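 active = percentage of spot-positive cells more than 3 SD above its plate mean, without a fluorescence outlier flag or 80% toxicity; inconclusive = no clear call, values can overlap the other calls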;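 note: spot-positive cell cutoff set from DMSO-treated cells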
HEK293 NOD2/NF-kB: NOD2 signaling inhibitors, cell-based, luminescence, uHTS, HEK293 (AID 1566). 0.63% of 290,000 active. HEK293 NOD2/NF-kB luciferase reporter, luminescence; higher % means a stronger effect. one-dose inhibition, % at 4 µM; EC50 in µM for titrated hits; in the data active = inhibition above about 50%; note: many of its hits are not listed in these tables
MT stabilizer: microtubule stabilization, imaging screen; % tubulin-high responders, % at 10 µM; 0.83% of 200,000 active; HeLa tubulin immunostaining HCS, 24 h; share of cells brighter than vehicle mean+2SD;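 active = plate Z-score above 3 for both tubulin-high and condensed-nucleus cell shares, with cell loss under 80%, at 10 µM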;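 note: anti alpha tubulin signal scored within the nucleus-defined area of each cell; some results filed as inactive read as strong as hits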
WT yeast gro inh mutant strain: also measured in WT yeast gro inh; calls as there; inhibition, %; mitochondrial fusion phenotypic screen, mutant strain inhibition
Dynein transport cytoplasmic EGFP: further read-out of Dynein transport, marked with its call; z-score; measured here: cytoplasmic GR-EGFP intensity; active compounds read high
Dynein transport nuclear GR-EGFP: second read-out of Dynein transport, no call of its own (marks repeat the call); z-score; measured here: nuclear GR-EGFP intensity;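 lower value marks the stronger effect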
Dynein transport cell count: further read-out of Dynein transport, marked with its call; z-score; measured here: cell count per field
Ins promoter up cell count: also measured in Ins promoter up; calls as there; cell count; measured here: cytotoxicity, nuclei count;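 total cells summed across four imaged fields per well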
Hep lipid drop cells 6.5 µM: further read-out of Hep lipid drop, marked with its call; cell count; measured here: cell count, cytotoxicity flag;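 cells counted across two imaged fields per well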
bCat nuc transl cell count 5 µM: further read-out of bCat nuc transl, marked with its call; cell count; measured here: cell count, cytotoxicity flag
MT stabilizer Hoechst-high %: further read-out of MT stabilizer, marked with its call; % Hoechst-high responders; measured here: nuclear condensation Hoechst responders;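 share of cells brighter than vehicle mean plus two SD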
MT stabilizer cytotoxicity %: second read-out of MT stabilizer, no call of its own (marks repeat the call); toxicity, %; measured here: cytotoxicity by cell density;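 0% = mean cell density of plate MIN control wells and 100% = no cells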
Autophagy mod cell loss 18 h: further read-out of Autophagy mod, marked with its call; toxicity, %; measured here: cell loss, nuclei count;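 cell loss after 18 h compound exposure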
An asterisk follows results filed as active; i = inactive; ? = inconclusive; . = not tested or not shown; + = active, no number; & = joins results of further samples.

SMILES	bCat nuc transl	bCat nuc transl cell count 5 µM	Yfh1-depleted yeast	WT yeast gro inh	WT yeast gro inh mutant strain	Hep lipid drop	Hep lipid drop cells 6.5 µM	Dynein transport	Dynein transport cytoplasmic EGFP	Dynein transport nuclear GR-EGFP	Dynein transport cell count	Ins promoter up	Ins promoter up cell count	Autophagy mod	Autophagy mod cell loss 18 h	HEK293 NOD2/NF-kB	MT stabilizer	MT stabilizer Hoechst-high %	MT stabilizer cytotoxicity %
O=C(CC(c1ccccc1)(c1ccccc1)c1ccccc1)N[C@@H](Cc1ccccc1)C(=O)O	-4.9	1185	i	-7.0	8.3	-1.2	691	-0.745	-0.252	-0.102	0.317	-0.27	1322	i	4.8	12.8%	4.8	1.8	4.3
Cc1ccc(/C=C(/C#N)C(=O)NC(=O)Oc2ccccc2)cc1	1.4	1157	i	0.9	3.2	-1.7	818	0.504	-0.269	0.897	0.579	-0.59	1211	i	-14.4	4.7%	1.3	1.1	6.8
COC(=O)CC1Oc2ccc(C)cc2NC1=O (stereo not drawn)	.	.	i	4.2	2.1	.	.	-0.798	-0.254	-0.343	0.358	1.03	870	i	16.5	18.4%	3.2	4.1	6.3
COC(=O)C(C)Sc1nnc(SC(C)C(=O)OC)s1 (stereo not drawn)	1.8	1004	i	20.4	-6.7	-7.6	728	-0.317	-0.215	-0.218	0.451	0.53	926	i	-6.1	13.8%	2.0	1.3	3.0
CC1CCCN(Cc2c(O)ccc3c(=O)c(-c4nc5ccccc5s4)c(N)oc23)C1 (stereo not drawn)	.	.	i	.	.	.	.	0.0426	-0.169	0.318	0.652	.	.	i	26.1	3.8%	3.2	1.6	9.1
COc1ccccc1C(=O)NCC(=O)N/N=C/c1cc(Br)ccc1OC(=O)/C=C\c1ccco1	.	.	i	26.1	5.8	10.1	653	0.118	-0.255	-0.362	-0.0829	-0.05	1382	i	30.0	-3.3%	1.6	1.2	4.9
CCS(=O)(=O)N1CCN(c2c(Cl)cccc2[N+](=O)[O-])CC1	-1.8	1337	.	10.1	7.1	.	.	-1.09	-0.0696	-0.512	0.857	-0.06	1659	i	4.9	7.7%	1.7	1.2	4.7
O=C(Nc1ccc(Cl)cn1)c1ccc2ccccc2n1	-1.9	1331	i	28.5	1.1	.	.	0.577	-0.245	-0.635	-0.0369	-0.3	1495	i	3.1	-109.9%	3.3	1.2	2.8
COc1cc(OC)c(OC)cc1CNCCNC(=O)c1nonc1N	-4.5	990	i	-16.9	-10.2	.	.	-0.119	-0.189	0.267	-0.0583	-0.03	1338	i	-11.4	-10.6%	3.2	1.4	5.6
CC(NC(=O)CC(O)(C(F)(F)F)C(F)(F)F)c1ccccc1 (stereo not drawn)	0.2	962	i	12.7	-2.9	6.8	779	-1.52	-0.224	-0.763	0.0776	2.04	1117	i	-4.3	-1.4%	1.7	1.9	2.1
Cc1ccc(N(C(=O)Cc2cccs2)C(C(=O)NC2CCCC2)c2ccncc2)cc1 (stereo not drawn)	0.2	992	i	-3.3	-13.9	0.4	729	0.35	-0.19	0.218	0.679	0.41	1506	i	0.2	-15.5%	2.3	1.3	9.3
CCc1cccc(CC)c1N(COC)C(=O)Cn1ccccc1=N	-2.7	969	i	1.9	-7.6	.	.	0.11	-0.421	0.388	0.11	0.97	1441	+	-2.6*	-7.7%	3.9	1.6	11.5
CNCC(O)COc1ccccc1 (stereo not drawn)	-6.5	1228	i	14.3	1.0	0.0	748	-0.204	-0.223	0.238	-0.0243	.	.	i	1.4	11.5%	1.3	1.3	6.5
CCOC(=O)C1(O)CSc2nc3sc(C(=O)O)c(C)c3c(=O)n21 (stereo not drawn)	-1.2	1063	i	8.1	12.0	13.3	736	-0.348	0.599	-0.16	0.645	-0.12	1337	i	-5.8	-11.9%	4.3	2.1	4.8
O=C1C(N2CCOCC2)=C(n2nnc3ccccc32)C(=O)c2ccccc21	.	.	i	26.4	17.6	0.3	707	-0.381	-0.0448	0.0134	0.846	?	.	i	37.8	44.2%	70.0	0.0	99.7
Oc1ccc(N=Cc2ccc(OCc3ccccc3)cc2)cc1	2.3	1011	i	-2.5	-14.5	-3.7	670	0.632	-0.208	0.218	-0.548	0.42	1459	i	22.0	-64.9%	1.3	2.0	3.5
Cc1ccc(C(=O)N2CCN(c3ccccc3Cl)CC2)cc1[N+](=O)[O-]	0.5	1065	i	76.0*	61.3*	-2.0	674	0.712	-0.288	0.65	-1.13	-0.14	1273	i	0.3	-2.0%	12.0	1.3	8.3
COc1cc(-c2nnn(CC#N)n2)ccc1OCc1ccccc1	-0.4	1165	i	-6.1	-5.2	.	.	1.12	-0.125	0.812	-1.18	0	1127	i	18.3	-11.5%	4.2	2.9	17.6
O=C(CN1CCN(c2ccccn2)CC1)NC(=O)NC1CCCCC1	-5.7	994	i	-37.0	-7.1	.	.	0.235	-0.315	0.133	-0.0247	-0.24	1075	i	1.6	3.1%	4.9	2.2	11.4
O=C(Nc1cccc(NC(=O)c2ncn[nH]2)c1)c1cccc(Cl)c1	-0.3	1045	i	6.8	0.3	15.8	688	-0.0313	-0.291	-0.00243	-0.217	-0.63	1217	i	1.9	23.3%	2.3	3.7	6.2
C=C(C)C1CC=C(C)/C(=N/NC(=O)COc2ccc(C)cc2)C1 (stereo not drawn)	4.7	447	i	-10.0	-23.2	-15.3	698	2.82	-0.112	1.3	-0.776	.	.	i	-1.4	14.3%	4.8	1.8	3.7
O=C(N/N=C/c1ccc([N+](=O)[O-])o1)c1cccc(S(=O)(=O)N2CCOCC2)c1	0.7	1048	i	12.3	-2.3	0.7	690	0.0117	-0.232	-0.273	-0.128	-0.22	1534	i	7.0	26.8%	6.2	0.8	5.5
CN(c1ccccc1)S(=O)(=O)c1cccc(C(=O)NCCc2ccc(O)c(O)c2)c1	-1.4	982	i	5.2	-7.5	-17.4	663	0.596	-0.188	0.601	-1.96	.	.	i	3.4	8.6%	5.8	1.6	10.8
CCOC(=O)c1c(CN2CCCCC2)oc2ccc(OC)cc12	0.8&-0.1	1420&1149	i	12.8&-3.8	-5.9&-11.3	-15.4	651	-0.902&-0.879	-0.188&-0.292	-0.311&-0.468	1.76&0.805	-0.3&-0.51	1377&1657	i	5.9	17.9%&16.9%	7.8&6.0	2.0&1.8	10.1&7.0
CCC(=O)c1ccc(OCCn2cnc3ccccc32)cc1	0.3	1528	i	9.4	8.4	.	.	-0.545	-0.32	0.266	0.0698	-0.76	1329	i	5.0	-4.5%	3.1	4.1	6.7
CC(C)CC(NC(=O)C1CCC(C)CC1)C(=O)NCc1ccccn1 (stereo not drawn)	.	.	i	-13.6	-9.6	5.9	803	0.0543	-0.408	0.196	0.233	.	.	i	10.6	-4.0%	1.7	0.8	5.1
O=C(N/N=C/c1ccc2cccnc2c1)c1ccco1	-0.5	1191	i	20.2	6.2	24.3	726	-0.0636	-0.278	0.105	0.19	0.11	1336	i	-19.0	-53.1%	1.5	1.7	0.2
c1csc(-c2cn3c(n2)SCC3)c1	-2.5	799	i	2.0	0.5	.	.	-0.61	-0.197	-0.0634	0.767	-0.3	1203	i	-6.2	1.4%	2.5	2.4	11.8
CC(=O)CSc1nc(N)c(C#N)c(-c2cccs2)c1C#N	3.4	1182	i	-0.5	-7.6	-0.8	760	0.673	0.00923	0.416	-0.415	-0.05	930	i	11.0	41.6%	2.1	1.3	9.1
CCOC(=O)C(NC(=O)CC)(Nc1ccc(S(=O)(=O)Nc2ncccn2)cc1)C(F)(F)F (stereo not drawn)	-2.9	1027	i	6.9	9.2	.	.	0.729	-0.14	0.613	-0.917	-0.16	1489	i	-19.7	5.7%	5.7	3.3	8.6

3 entries from above, arranged by the number in HEK293 NOD2/NF-kB, falling:
compound	HEK293 NOD2/NF-kB
CC(=O)CSc1nc(N)c(C#N)c(-c2cccs2)c1C#N	41.6%
O=C(N/N=C/c1ccc([N+](=O)[O-])o1)c1cccc(S(=O)(=O)N2CCOCC2)c1	26.8%
CC(C)CC(NC(=O)C1CCC(C)CC1)C(=O)NCc1ccccn1 (stereo not drawn)	-4.0%

The list continues:
SMILES	bCat nuc transl	bCat nuc transl cell count 5 µM	Yfh1-depleted yeast	WT yeast gro inh	WT yeast gro inh mutant strain	Hep lipid drop	Hep lipid drop cells 6.5 µM	Dynein transport	Dynein transport cytoplasmic EGFP	Dynein transport nuclear GR-EGFP	Dynein transport cell count	Ins promoter up	Ins promoter up cell count	Autophagy mod	Autophagy mod cell loss 18 h	HEK293 NOD2/NF-kB	MT stabilizer	MT stabilizer Hoechst-high %	MT stabilizer cytotoxicity %
Nc1ccn(Cc2ccccc2F)n1	-0.6	1087	i	-9.7	-4.9	2.1	728	-0.0223	-0.284	0.12	-0.359	.	.	i	-3.2	6.9%	2.3	3.5	4.0
Cc1cccc(OCCCN2C(=O)C(=O)c3cc(C)ccc32)c1	0.1	1606	i	-1.5	3.8	-70.2	375	-0.0834	-0.255	-0.118	0.934	.	.	i	11.6	13.0%	2.6	2.1	6.7
Cc1ccc(CSc2ccc(C(=O)N3CCOCC3)cc2[N+](=O)[O-])cc1	-0.3	1147	i	-10.9	10.2	3.0	653	0.898	-0.151	0.0815	0.698	-1.01	1197	i	9.1	-1.1%	4.1	2.3	2.5
CNC(=S)Nn1cnc2ccccc21	0.1	1277	i	.	.	16.4	650	-0.368	-0.767	-0.373	-0.107	0.22	1066	.	.	1.4%	.	.	.

This is a subset (hit frequency here may not be typical).
